SV40 large T antigen – SV40 large T antigen inhibitors, biochemical (AID 1903); SV40 large T antigen ATPase/helicase inhibition assay; higher % means a stronger effect; inhibition, % at 20 µM; hits with a dose series show IC50 in µM; 310,000 compounds, 0.39% hits; in the data active means a potency from the dose series; inconclusive means inhibition mostly from about 32% at the one dose, without a potency; inactive means the rest, 99 in 100 with inhibition below about 32%; further: strong numbers were not always called active
GPR55 antagonists – inhibition of LPI-stimulated GPR55 beta-arrestin translocation – imaging, U2OS, beta-arrestin-GFP, LPI agonist, primary screen (AID 2013); U2OS GPR55 beta-arrestin-GFP translocation imaging, LPI antagonism; higher % means a stronger effect; one-dose inhibition, % at 10 µM; IC50 in µM for titrated hits; 290,000 compounds, 0.13% hits;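 active means spots per cell inhibited over 60%, with over 100 cells counted and total cytoplasm intensity under 500,000; inconclusive means wells with under 100 cells, flagged as likely toxic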;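 further: U2OS cells stably carrying GPR55 and arrestin-GFP stimulated by 5 µM LPI near EC80; imaged beta-arrestin-GFP aggregate spots per cell after agonist stimulation; plate controls were LPI-stimulated DMSO wells for no effect and DMSO wells without LPI for full effect; some results filed as inactive read as strong as hits; confirmed hits need IC50 under 10 µM and bright autofluorescent wells are also inconclusive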
HIV peptide binding – inhibitors of HIV fusion peptide binding, primary screen, biochemical, uHTS, fluorescence dequenching (AID 1986). inhibition, % at 20 µM; hits with a dose series show IC50 in µM. cell-free peptide binding, fluorescence dequenching, 30 min; higher % means a stronger effect. 290,000 compounds, 0.3% hits; in the data active means inhibition mostly above about 52%, no sharp cut-off; inactive means mostly below about 76%; further: some results filed as inactive read as strong as hits
HEK293 NOD2/NF-kB – NOD2 signaling inhibitors, cell-based, luminescence, uHTS, HEK293 (AID 1566); one-dose inhibition, % at 4 µM; EC50 in µM for titrated hits; 290,000 compounds, 0.63% hits; HEK293 NOD2/NF-kB luciferase reporter, luminescence; higher % means a stronger effect; further: many of its hits are not listed in these tables
GPR55 activation – selective activators of receptor GPR55 – imaging, U2OS cells, beta-arrestin-GFP redistribution, primary screen (AID 1961). U2OS GPR55 beta-arrestin-GFP redistribution imaging; higher % means a stronger effect. one-dose activation, % at 10 µM; EC50 in µM for titrated hits. 290,000 compounds, 0.048% hits;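 active means activation above 40% with more than 50 cells counted in the well; inconclusive means wells holding fewer than 50 cells, flagged as toxic or sparse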;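 further: U2OS osteosarcoma cells stably expressing GPR55 and beta-arrestin-GFP; plate controls were DMSO negative control for no effect and LPI positive control for full effect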
NOD1 NF-kB reporter – inhibition of NOD1-driven NF-kB reporter – cell-based, luminescence, uHTS, primary screen (AID 1578) | 290,000 compounds, 1% hits | inhibition, % at 4 µM; hits with a dose series show EC50 in µM | NOD1-driven NF-kB luciferase reporter cells, luminescence; higher % means a stronger effect; in the data active means inhibition mostly above about 36%, no sharp cut-off; inactive means mostly below about 34%;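 further: HEK-293T reporter cells stimulated with the NOD1 agonist gamma-tri-DAP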
KOR beta-arrestin-1 – KOR agonists, beta-arrestin recruitment, primary screen, cell-based, luminescence, uHTS (AID 1777); KOR beta-arrestin recruitment, luminescence; higher % means a stronger effect; one-dose activation, % at 10 µM; EC50 in µM for titrated hits; 280,000 compounds, 0.02% hits; in the data active means activation above about 50%, passing the limit was not always enough; further: a part of the inactive calls stands beside numbers as strong as those of hits
KOR beta-arrestin-2 – KOR antagonists, beta-arrestin recruitment, cell-based, luminescence, uHTS (AID 1778); KOR beta-arrestin recruitment, luminescence, antagonist mode; higher % means a stronger effect; inhibition, % at 10 µM; hits with a dose series show IC50 in µM; 290,000 compounds, 0.091% hits; further: strong numbers were not always called active
Rac1 GTP hydrolysis – MgcRacGAP GTPase-activating activity inhibitors, confirmation, biochemical, ADP Hunter fluorescence. MgcRacGAP-stimulated Rac1 GTP hydrolysis, ADP Hunter fluorescence; higher % means a stronger effect; GST-tagged Rac1 F28L mutant substrate. inhibition, % at 30 µM, or IC50 in µM where a hit was titrated. 340,000 compounds, 0.6% hits. AID 624330;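 active means first-screen hits whose inhibition reached a set limit at any dose in the follow-up dose series; inconclusive means inhibition above the set first-screen limit but never retested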;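 further: fluorescence reports GDP produced by GAP-driven GTP hydrolysis; strong numbers were not always called active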
Starred values were filed as active, the others as inactive; ? = inconclusive; . = no result given; [ ] = remark or other dose. Unless noted, no stated cut-off is given here; in the data, active means inhibition above about 50%; inactive means the rest. Only part of the results is shown (hit frequency here may not be typical).

cpd	Structure	Rac1 GTP hydrolysis	KOR beta-arrestin-1	KOR beta-arrestin-2	GPR55 antagonists	GPR55 activation	NOD1 NF-kB reporter	HIV peptide binding	SV40 large T antigen	HEK293 NOD2/NF-kB
1	O=C(CNC(=O)c1ccncc1)N/N=C/c1ccc(Br)cc1	-10%	-3.9%	9%	-3%	0.0%	-1%	0.5%	3%	10%
2	OCCCn1c(-c2ccccc2)nc(=S)c2c1CCCC2	-12%	9.4%	-39%	0%	-0.1%	-16%	0.6%	12%	-2%
3	O=C1C2C3c4ccccc4C(c4ccccc43)[C@@H]2C(=O)N1c1nc(-c2ccccc2)cs1 (some centres not stated)	7%	4.1%	7%	5%	-0.3%	31%	-1.2%	6%	18%
4	COC(=O)C1=C(C)NC2=C(C(=O)c3ccccc32)C1c1cccc(OC)c1 (configuration not stated)	7%	-3.1%	-6%	8%	-0.1%	-2%	-1.2%	14%	9%
5	CCOC(=O)N1CCC(NC(=O)CS(=O)(=O)Cc2nc(-c3cccc(OC)c3)oc2C)CC1	5%	1.3%	-9%	-2%	0.3%	21%	-2.2%	0%	8%
6	COc1cc(C)ccc1OCCOCCN(C)Cc1ccccc1	17%	-4.2%	11%	11%	0.5%	6%	-0.1%	-12%	-5%
7	COc1ccccc1/C=C/C=N/NC(=O)c1cccs1	4%	2.2%	3%	2%	-0.1%	-11%	-0.5%	6%	-70%
8	COc1ccc(OS(=O)(=O)Cc2ccccc2)cc1	.	2.5%	-4%	0%	0.2%	-14%	-0.8%	7%	-25%
9	N#Cc1nc(Cc2ccccc2)oc1NCCCn1ccnc1	5%	1.0%	-12%	7%	-0.2%	-19%	1.3%	?	5%
10	O=S(=O)(c1ccc(Br)cc1)N1CCN(c2ccc3nnc(-c4ccccc4)n3n2)CC1	5%	-0.8%	5%	9%	-0.1%	-36%	-2.1%	6%	2%
11	CCc1ccc(C(=O)COC(=O)C(CCSC)NC(=O)c2ccccc2)cc1 (configuration not stated)	11%	1.9%	27%	5%	0.0%	17%	-1.0%	2%	-7%
12	O=C(O)Cn1cnc2c(oc3ccccc32)c1=O	12%	2.6%	22%	0%	-0.1%	-7%	0.8%	7%	5%
13	CC(C)n1c(/N=C/c2ccccc2O)nc2ccccc21	4%	-2.5%	17%	3%	-0.2%	-19%	1.1%	9%	6%
14	O=C(Cn1c(=O)n(-c2ccccc2)c(=O)n1CC(=O)N1CCCCC1)N1CCCCC1	4%	1.9%	13%	17%	-0.3%	0%	3.2%	-4%	-20%
15	CCC(=O)Nc1nnc(S(=O)(=O)N2CCCCCC2)s1	3%	-7.1%	-47%[20 µM]	2%	-0.1%	-5%	1.5%	.	5%
16	CCOC(=O)c1cnc(-c2ccccc2)nc1N	5%	-1.9%	-58%	1%	0.3%	.	-1.6%	2%	-88%
17	c1ccc(OCCSc2nnc3sc4ccccc4n23)cc1	13%	0.9%	28%	-9%	-0.1%	36%	-3.0%	18%	2%
18	CC(=O)NC(CC(=O)OCc1ccc([N+](=O)[O-])cc1)c1ccccc1 (configuration not stated)	3%	0.4%	-2%	1%	-0.1%	-11%	-0.9%	8%	-2%
19	O=c1[nH]c(=S)[nH]c2sc3c(c12)CCCCCC3	9%	0.4%	-21%[20 µM]	0%	-0.2%	-15%	6.7%	0%	9%
20	C=CCOC(=O)C1=C(C)N=C2SCCC(=O)N2C1c1ccc(OC(=O)c2ccco2)cc1 (configuration not stated)	7%	6.5%	-1%	2%	-0.1%	-3%	1.0%	10%	-2%
21	O=C1CC(c2ccccc2)n2nc(N3C(=O)c4ccccc4C3=O)nc2N1 (configuration not stated)	0%	6.5%	6%	8%	-0.3%	1%	5.5%	9%	11%
22	CCC1CCCCN1CCCNC(=O)CC1Oc2ccc(C)cc2NC1=O (configuration not stated)	4%	-4.2%	34%	6%	0.2%	-20%	-0.1%	9%	15%
23	Cc1cc(C(=O)NCCCN(C)C)c2ccccc2n1	2%	6.1%	-10%	-2%	0.0%	-10%	0.0%	4%	4%
24	CC(C)CC(C(=O)NC(C)(C)C)N(Cc1cccs1)C(=O)c1snc(C(N)=O)c1N (configuration not stated)	2%	-1.4%	3%	13%	-0.2%	-13%	-0.3%	24%	1%
25	Cc1nc(SCc2cccc(F)c2)[nH]c(=O)c1C#N	3%	-0.7%	25%	32%	0.0%	-21%	-2.0%	0%	13%
26	COc1cccc(C2NC(=O)c3ccccc3O2)c1OC (configuration not stated)	9%	-2.9%	23%	-3%	-0.2%	-6%	1.2%	.	-5%
27	CC(C)CCN(C(=O)COc1ccc(C#N)cc1)c1c(N)n(Cc2ccccc2)c(=O)[nH]c1=O	.	-2.2%	7%[20 µM]	6%	-0.1%	-9%	0.3%	3%	-10%
28	COc1ccc(CCNC(=O)COC(=O)c2ccc(Br)o2)cc1OC	5%	-0.1%	-24%	-5%	0.0%	1%	0.2%	7%	13%
29	O=C(CSc1ccccc1)Nc1ccc(-c2nc3ccccc3[nH]2)cc1	3%	51%	14%	12%	-0.1%	-31%	-0.3%	0%	-71%
30	O=C(Nc1cccc(F)c1)c1c(O)c2cccc3c2n(c1=O)CCC3	.	.	-41%[20 µM]	4%	-0.1%	-50%	1.2%	0%	9%
31	CCOC(=O)CNC(=O)CSc1ncccc1-c1nc2ccccc2[nH]1	6%	-6.7%	9%[20 µM]	-1%	-0.1%	-24%	-0.4%	4%	20%
32	Cc1cc(C(=O)Nc2ccccc2)c(C)o1	6%	-1.4%	1%	-15%	0.2%	7%	1.7%	5%	8%
33	c1ccc2c(c1)nc(NCCN1CCOCC1)c1nncn12	-8%	-1.7%	14%	-3%	-0.1%	-20%	0.8%	1%	-7%
34	O=C(NC12CC3CC(CC(C3)C1)C2)N1CCC(n2nnc3ccccc32)CC1	-4%	-2.8%	-4%	5%	0.2%	7%	3.7%	14%	14%
35	Cc1ccc(CN(CC(=O)N/N=C/c2ccccc2[N+](=O)[O-])S(=O)(=O)c2ccc(C)cc2)cc1	10%	5.0%	34%	4%	-0.2%	-17%	-0.9%	0%	-12%
36	Cc1ccc(N(Cc2ccccc2)C(=O)c2ccc(F)cc2)cc1	13%	-1.6%	37%	6%	0.0%	-52%	-1.1%	14%	-22%
37	Cc1ccc(C)c(OCc2cc(C(=O)NC(c3ccccn3)C(F)(F)F)no2)c1 (configuration not stated)	6%	5.5%	-32%	3%	0.2%	-8%	2.6%	7%	9%
38	COc1cc(/C=N/Nc2ccc(Cl)nn2)cc(OC)c1O	.	-4.0%	-20%	-5%	0.2%	19%	-4.3%	21%	-1%
39	O=S(=O)(NCC1CCCO1)c1cnc(Cl)c(Cl)c1 (configuration not stated)	7%	4.1%	9%	9%	0.2%	-40%	3.2%	1%	-22%
40	Cc1cc(C)c(OCC(=O)Nc2cccc(O)c2)cc1C	10%	1.7%	-6%	10%	-0.1%	.	5.9%	-3%	-86%
41	COCc1nnc(NC(=O)CC(c2ccccc2)c2ccccc2)s1	14%	-0.6%	29%	.	-0.1%	14%	-1.8%	8%	17%
42	COc1ccccc1OCC(=O)Nc1ccc(NC(=O)COc2ccccc2OC)cc1	-1%	11%	-74%	-6%	-0.2%	31%	0.5%	0%	22%
43	Cc1ccc(C(=O)Oc2ccccc2N2C(=O)C3CCCCC3C2=O)cc1 (configuration not stated)	10%	0.1%	-13%	7%	0.2%	-22%	0.9%	3%	-8%
44	COc1ccc(C(=O)O)cc1S(=O)(=O)N1CCCc2ccccc21	.	-4.9%	-8%	4%	-0.1%	9%	-2.2%	1%	-7%
45	CCCCOc1ccc(N2C(=O)CC(NCc3ccncc3)C2=O)cc1 (configuration not stated)	-7%	-4.6%	-16%	6%	-0.3%	10%	0.1%	9%	12%
46	Oc1ccccc1-c1nc(NC2CCCC2)c2ccccc2n1	9%	-2.5%	-49%	13%	0.0%	7%	2.6%	5%	3%
47	COc1ccc(C(=O)CC(=O)c2ccccc2O)cc1	6%	-5.0%	-3%[20 µM]	10%	-0.2%	-63%	-0.2%	5%	-18%
48	Cc1ccc(C)c(CSc2nnc([C@@H]3CCCN3)o2)c1	6%	5.5%	-12%	13%	-0.1%	-7%	0.6%	10%	21%
49	CC(=O)Nc1ccc(NC(=O)Oc2ccccc2)cc1	7%	-0.8%	19%	-2%	0.1%	.	-1.2%	16%	17%
50	Cc1cc(NC(=O)CSCC(=O)OCc2nnc(-c3ccccc3)o2)no1	4%	2.9%	11%	16%	0.0%	-35%	0.4%	-1%	4%

Later entries
cpd	Structure	Rac1 GTP hydrolysis	KOR beta-arrestin-1	KOR beta-arrestin-2	GPR55 antagonists	GPR55 activation	NOD1 NF-kB reporter	HIV peptide binding	SV40 large T antigen	HEK293 NOD2/NF-kB
51	Cc1ccc(/C=C/C(=O)Nc2cccc3cccnc23)o1	7%	-0.6%	-3%	8%	0.7%	-2%	71%	18%	7%
52	CCOC(=O)C(C)Sc1nnc(-c2ccccc2O)n1-c1ccc(C)cc1 (configuration not stated)	-2%	-9.6%	34%	-7%	-0.2%	7%	-0.6%	0%	4%
53	CCOC(=O)NC(C(F)(F)F)(C(F)(F)F)P(=O)(c1ccccc1)c1ccccc1	0%	-0.4%	-44%	-7%	-0.2%	10%	-1.2%	-3%	1%
54	CC1(C)CC(=O)c2sc(NS(=O)(=O)c3ccc(F)cc3)nc2C1	3%	-3.4%	8%	-9%	-0.2%	-15%	2.9%	0%	11%
55	O=C(O)c1cccnc1SCC(=O)N1CCCc2ccccc21	0%	4.0%	0%	9%	-0.2%	1%	0.5%	14%	1%
56	CSc1cccc(NC(=O)c2cccc3cccnc23)c1	10%	0.4%	-68%	-1%	-0.2%	-70%	0.4%	3%	-32%
57	S=C(Nc1cccc(Cl)c1Cl)Nn1cnnc1	4%	23%	17%	6%	0.3%	-22%	3.0%	-2%	11%
58	CCOC(=O)c1c(NC(=O)Cn2ccsc2=N)sc(C)c1C	7%	-0.4%	-4%	4%	-0.3%	-6%	-1.1%	13%	7%
59	Cc1ccc(C(=O)NCc2ccccc2F)cc1S(=O)(=O)N1CCCC1	5%	1.9%	-18%	-5%	0.3%	-28%	0.5%	3%	11%
60	Cc1nnsc1Sc1cccc(C(F)(F)F)c1	-1%	-3.6%	-1%	8%	-0.2%	-12%	1.2%	0%	2%
61	COc1ccc(OC)c(NC(=O)c2cc(S(=O)(=O)N3CCCCC3)c[nH]2)c1	1%	-3.1%	-3%[20 µM]	13%	0.3%	-15%	-0.1%	.	16%
62	N#C/C(=C\c1cccnc1)c1nc2ccccc2[nH]1	.	0.5%	-4%	-11%	0.1%	-1%	2.6%	10%	18%
